DDE Tn7 FP inh: inhibitors of Tn7 peptide binding to fibrin DD(E), primary screen, biochemical, fluorescence polarization, human fibrin, Tn7 probe; Fibrinogen beta chain (Homo sapiens), P02675; AID 720508, 2013; inhibition, % at 8.3 µM; actives 0.13% (n = 370,000); FP displacement of FITC-Tn7 peptide from fibrin DD(E); 0% = median of compound wells per plate;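 active = inhibition above the mean of compounds falling within the control limits plus 3 SD of them, cut at about 14% in these data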;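 also: 0% = plate median of compound wells and 100% = 10 µM Aha-Tn7 peptide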
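assay system = human clot-derived fibrin DD(E) complex | quantity = Fibrin-DD(E) at 2 µM final | timing = 10 min preincubation, 3 h with tracer, room temperature | signal = fluorescence polarization | measure = percent inhibition | benchmarks = high control wells with 10 µM unlabelled Aha-Tn7 peptide (full inhibition) | replicates = singlicate testing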
ASAP1 GAP inh: inhibitors of human ASAP1 ArfGAP activity, primary screen, biochemical, fluorescence polarization; inhibition, % at 16.5 µM; actives 0.19% (n = 360,000); ASAP1-stimulated ARF1 GTP hydrolysis, GDP FP detection; AID 624377, 2012; in the data active = inhibition above about 25%;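 also: 0% = vehicle with enzyme and substrate and 100% = no enzyme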
TDP2 absorb: human TDP2 enzyme inhibitors, primary screen, biochemical, epi absorbance, recombinant enzyme; Tyrosyl-DNA phosphodiesterase 2 (Homo sapiens), O95551; T5PNP hydrolysis, p-nitrophenol absorbance 415 nm; inhibition, % at 12.8 µM; actives 0.34% (n = 370,000); AID 720702, 2013;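 active = inhibition above the mean of all tested compounds plus 3 SD, set per campaign, cut at about 25% in these data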;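 also: 0% = DMSO with enzyme and 100% = buffer with substrate but no TDP2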
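test system = human TDP2 enzyme | input = TDP2 enzyme at 120 nM final | medium = 50 mM Tris-HCl pH 7.5 with Mg2+, KCl, DTT, BSA | also added = T5PNP substrate, 5 mM | times = 2 h at 37 °C | technique = epi absorbance | benchmarks = high control without enzyme, low control DMSO plus TDP2 | replication = each compound tested once, singlicate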
Tn6 DDE FP: inhibitors of Tn6 peptide binding to fibrin DD(E), primary screen, biochemical, fluorescence polarization, human fibrin, Tn6 probe; Fibrin DD(E) TRITC-Tn6 fluorescence polarization displacement; inhibition, % at 8.3 µM; actives 0.21% (n = 370,000); AID 720509, 2013; Fibrinogen beta chain (Homo sapiens), P02675;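 active = inhibition above a per-campaign cutoff: mean of compounds within control limits plus 3 SD, cut at about 15% in these data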;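 also: 0% = median of all compound wells on the plate and 100% = blocking peptide control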
SIAE inh: human SIAE inhibitors, primary screen, biochemical, fluorescence polarization, FP-Rh probe, 1536-well HTS. actives 0.69% (n = 370,000). AID 1053197, 2014. Sialate O-acetylesterase (Homo sapiens), Q9HAT2. SIAE FP-Rh probe binding. inhibition, % at 9.66 µM;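 active = inhibition above a cutoff: mean of compounds within the control limits plus 3 SD of those, cut at about 17% in these data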;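 also: 0% = plate median of compound wells and 100% = probe without SIAE protein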
Target sequence (Q9HAT2 whole entry, looked up): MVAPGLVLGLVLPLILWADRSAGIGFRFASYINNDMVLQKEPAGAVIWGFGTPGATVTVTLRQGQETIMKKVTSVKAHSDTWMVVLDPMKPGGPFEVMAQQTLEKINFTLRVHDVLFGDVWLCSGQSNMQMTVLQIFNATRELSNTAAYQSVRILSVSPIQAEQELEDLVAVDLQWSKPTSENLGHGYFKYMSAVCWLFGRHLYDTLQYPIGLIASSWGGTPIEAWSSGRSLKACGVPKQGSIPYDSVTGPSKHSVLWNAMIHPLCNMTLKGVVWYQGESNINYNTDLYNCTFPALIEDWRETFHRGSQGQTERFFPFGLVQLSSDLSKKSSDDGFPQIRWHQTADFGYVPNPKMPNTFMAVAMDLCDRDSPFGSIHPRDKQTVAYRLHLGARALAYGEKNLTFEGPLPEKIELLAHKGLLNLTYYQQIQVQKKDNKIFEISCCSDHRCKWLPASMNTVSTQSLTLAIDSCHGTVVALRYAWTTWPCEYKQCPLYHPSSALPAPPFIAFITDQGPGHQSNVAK
ARFGAP1 inhibitor: inhibitors of rat ARFGAP1 GAP activity, primary screen, biochemical, fluorescence polarization, GDP tracer | ADP-ribosylation factor GTPase-activating protein 1 (Rattus norvegicus), Q62848 | Arfgap1-stimulated ARF1 GTP hydrolysis, GDP FP detection | inhibition, % at 16.5 µM | actives 0.26% (n = 360,000);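 active = inhibition above a per-plate limit, mean inhibition of low control wells plus 3 SD, cut at about 25% in these data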;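 also: 0% = DMSO wells with enzyme and 100% = wells lacking Arfgap1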
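Material: rat Arfgap1 GAP domain (His6, aa 1-136), purified enzyme. Also added: human ARF1(Δ1-17)-GTP substrate. Compound dosing: 16.5 µM single point, 1.26% DMSO. Timing: enzyme reaction 120 min at 25 °C after 20 min preincubation. Signal: GDP detection by fluorescence polarization. Read-out basis: percent inhibition of GAP-stimulated GDP formation, scaled between DMSO and no-Arfgap1 medians.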
PLC-beta3 inh: human PLC-beta3 inhibitors, primary screen, biochemical, fluorescence; inhibition, % at 12.2 µM; 1-phosphatidylinositol 4,5-bisphosphate phosphodiesterase beta-3 (Homo sapiens), Q01970; Purified PLC-beta3, fluorogenic substrate; actives 0.18% (n = 370,000); in the data active = inhibition above about 11%;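 also: 0% = median of compound wells on plate and 100% = full blocker control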
PLCg1 inh: PLC-gamma1 enzyme inhibitors, primary screen, biochemical, fluorescence, purified enzyme. fluorogenic substrate. inhibition, % at 12.2 µM. actives 0.84% (n = 370,000); in the data active = inhibition above about 9.5%
ADAM17 inh: ADAM17 inhibitors, primary screen, biochemical, QFRET. actives 0.83% (n = 370,000). recombinant ADAM17, EDANS/DABCYL FRET peptide cleavage. Disintegrin and metalloproteinase domain-containing protein 17 (Homo sapiens), P78536. inhibition, % at 6.95 µM. AID 720648, 2013;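 active = inhibition above the mean of compounds lying between control limits plus 3 SD, set per campaign, cut at about 8.5% in these data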;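 also: 0% = DMSO-only wells as the low control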
ADAM10 inh: human ADAM10 inhibitors, primary screen, biochemical, QFRET, HTS; actives 0.62% (n = 370,000); Disintegrin and metalloproteinase domain-containing protein 10 (Homo sapiens), O14672; AID 720582, 2013; inhibition, % at 7 µM; recombinant ADAM10, EDANS/DABCYL FRET peptide cleavage, 3 h;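 active = inhibition above a per-campaign cutoff equal to the mean of compounds falling between control-based bounds plus 3 SD, cut at about 20% in these data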;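 also: 0% = DMSO wells while the 100% control is not disclosed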
Target sequence (O14672 214-748 limits assumed): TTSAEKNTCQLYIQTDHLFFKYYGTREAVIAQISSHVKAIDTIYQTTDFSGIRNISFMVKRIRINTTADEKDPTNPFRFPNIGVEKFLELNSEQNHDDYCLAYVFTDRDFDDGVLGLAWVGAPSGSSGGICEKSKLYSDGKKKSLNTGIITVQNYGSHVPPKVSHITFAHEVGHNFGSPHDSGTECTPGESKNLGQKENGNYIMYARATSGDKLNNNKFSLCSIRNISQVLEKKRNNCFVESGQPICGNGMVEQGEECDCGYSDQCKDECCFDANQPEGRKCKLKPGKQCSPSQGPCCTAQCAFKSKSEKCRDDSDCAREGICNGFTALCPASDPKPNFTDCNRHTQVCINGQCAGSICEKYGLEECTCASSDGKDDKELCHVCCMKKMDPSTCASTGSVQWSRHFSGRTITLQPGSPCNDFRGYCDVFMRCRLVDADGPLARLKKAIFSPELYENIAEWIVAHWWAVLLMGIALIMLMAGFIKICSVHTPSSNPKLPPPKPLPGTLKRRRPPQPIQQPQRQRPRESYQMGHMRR
* hit, by the source's call; i = inactive; x = not tested or not shown; & = joins results of further samples.

SMILES	DDE Tn7 FP inh	ASAP1 GAP inh	TDP2 absorb	Tn6 DDE FP	SIAE inh	ARFGAP1 inhibitor	PLC-beta3 inh	PLCg1 inh	ADAM17 inh	ADAM10 inh
Nc1nnnn1-c1cccc([N+](=O)[O-])c1	0	12	11	12	-1	3	1	1	-1	-2
O=C(NCCCN1CCOCC1)c1cc2c(s1)-c1ccccc1OC2	-3	12	-1	-2	-1	2	i	i	i	i
Cc1ccc(S(=O)(=O)CC(=O)Nc2ccc(Cl)cn2)cc1	1	-3	10	-2	0	-2	-20	0	-1	-7
CCCCN(C(=O)C1=COCCO1)c1c(N)n(CCC)c(=O)[nH]c1=O	3	8	-4	7	20*	3	-9	-4	-4	-7
CCOc1ccc(CNC(=O)CCn2c(=O)oc3ccccc32)cc1	4	4	-6	1	1	8	-1	3	0	4
Cc1ccccc1NC(=S)Nc1ccccc1	0	-9	-8	0	-6	-10	-6	-1	-3	-11
C/C(=N\NC(=O)c1ccc(NS(=O)(=O)c2cccs2)cc1)c1ccccc1	-2	-2	-4	2	1	15	-6	-8	2	-3
C#CCOc1ccc2ccccc2c1/C=C(/C#N)c1ccc(C(=O)O)cc1	2	4	-1	-5	-10	3	-10	-2	-3	-6
c1ccc(CSc2nnc(Cc3ccccn3)o2)cc1	0	-5	5	-1	11	2	0	0	0	-3
Cn1c(SCc2ccccn2)nnc1-c1cnccn1	-8	3	-7	4	1	0	-2	3	-2	-3
C=CCN(c1ccccc1OC)S(=O)(=O)c1cccc(C(=O)NCc2cccs2)c1	-2	4	-8	7	3	-16	-3	1	3	13
CN1CCN(CCCCC(=O)c2ccccc2)CC1	-1	-14	0	-9	-1	-2	-1	-1	-2	7
COC(=O)c1[nH]c2ccc(Cl)cc2c1NC(=O)CN1CCC(C(N)=O)CC1	4	-7	-1	10	22*	13	-10	-5	-10	-28
O=C(O)c1cccc2c1C(=O)N(c1ccccc1)C2	4	10	-12	-3	7	0	-26	-7	-26	-41
CN(C)CCNC(=O)c1onc(CSc2ccncc2)c1C(=O)NCCN(C)C	-2	-1	1	-4	2	15	3	4	-1	-5
O=C(CN(c1ccc2c(c1)OCCO2)S(=O)(=O)c1ccccc1)NCc1ccc(Cl)cc1	3	-2	6	-1	2	4	2	0	1	10
Cc1ccccc1C(=O)NC1CCN(Cc2nnnn2Cc2ccccc2)CC1	-2	9	-11	3	-14	-2	5	7	2	5
CCOC(=O)c1ccc(N(C(=O)c2ccco2)C(C(=O)NC2CCCC2)c2ccncc2)cc1 (configuration not stated)	-9	-14	-3	-1	-3	-3	-2	4	2	4
O=C(CSc1nc2ccccc2n1CC(=O)N1CCCCC1)N1CCCCC1	2	-1	10	-1	8	9	-3	0	-4	0
COc1cc(NC2c3ncccc3C(=O)N2Cc2ccco2)cc(OC)c1 (configuration not stated)	0	6	2	-5	6	-9	-2	-3	-3	-3
COc1ccc(-c2nc(=S)c3ccc4ccccc4c3[nH]2)cc1	-1	-5	-18	0	0	-3	-11	1	-18	1
COc1ccc(C(=O)CN2C(=O)NC3(CCCc4ccccc43)C2=O)cc1 (configuration not stated)	-7	3	-15	-4	-11	-13	-6	2	-6	2
CCOC(=O)c1cc2cc(-c3c(C(=O)OCC)oc4cc(O)cc(O)c4c3=O)ccc2o1	3	1	-5	5	17	-1	1	-2	5	7
COc1ccccc1S(=O)(=O)Cc1ccc(C(=O)NCC2CCCO2)o1 (configuration not stated)	7	-3	17	-8	-2	-15	3	2	-1	4
COc1cc(/C=C/C(=O)OCC(=O)Nc2cccc(F)c2)ccc1O	1	0	-10	-1	-5	3	-77	-50	-11	-57
SMILES	DDE Tn7 FP inh	ASAP1 GAP inh	TDP2 absorb	Tn6 DDE FP	SIAE inh	ARFGAP1 inhibitor	PLC-beta3 inh	PLCg1 inh	ADAM17 inh	ADAM10 inh
COCCNC(=O)c1cc2c(Br)ccc(Br)c2nc1N	5	3	-2	1	-3	-5	-16	-15	-16	-47
CCOC(=O)c1cnc2c(Cl)cc(Cl)cc2c1NCCOCCO	-3	11	1	-1	-3	-7	-13	-6	-9	-16
Cc1[nH]c2ccccc2c1N=Nc1c(C)n(C)n(-c2ccccc2)c1=O	-5	-18	-3	-4	4	6	-41	-34	-1	-2
COc1nccnc1NS(=O)(=O)c1ccc(NC(=O)c2ccccc2Br)cc1	3	-2	11	-2	5	5	3	3	-4	-5
Cc1ccc2[nH]cc(C(=O)NCc3cccs3)c(=O)c2c1	-7	4	-11	4	-2	0	-1	1	2	-7
CCOc1ccc(N/C(C)=C/C(=O)c2ccc(C)o2)cc1	-5	8	8	2	0	10	0	-1	1	6
O=C(Nc1nccs1)NC(C(F)(F)F)C(F)(F)F	-7	8	-3	1	-12	-4	4	2	-1	-2
O=C(CNC(=O)c1ccccn1)N/N=C/c1ccc2c(c1)OCO2	1	5	4	3	-5	4	2	1	1	4
CN1C(=O)CC(N2CCN(c3ccccc3)CC2)C1=O (configuration not stated)	-3	-7	-4	-1	8	-5	2	0	-6	-5
NC(COCc1ccccc1)c1csc(Nc2nccc(C(F)(F)F)n2)n1 (configuration not stated)	-1	-8	9	-9	5	11	1	1	-4	-5
CCCN1C(=O)C(=O)N(CC(=O)N2c3ccccc3NC(=O)CC2C)C1=O (configuration not stated)	2	-1	7	4	-1	0	-1	3	-3	-12
COc1ccc(CNC(=O)C2CCC(CNc3c(N4CCOCC4)c(=O)c3=O)CC2)cc1 (configuration not stated)	-2&-6	12&8	-2&4	0&-2	10&5	3&14	7&6	1&0	-2&-1	-10&-5
CC(C)Cn1c(SCC(=O)c2ccc(Cl)s2)nnc1-c1ccco1	3	-7	-1	4	25*	4	3	0	3	8
Cc1ccc(S(=O)(=O)N2CCC(=O)N(C(CO)C(C)C)CC2)cc1 (configuration not stated)	4	3	4	2	-4	6	0	-1	-4	-2
CC(C)n1ncc(C(N)=O)c1N	0	8	-11	0	-7	-4	2	9.8*	7	7
CC(=O)c1cccc(S(=O)(=O)Nc2cccc(S(=O)(=O)NC3=NCCC3)c2)c1	0	2	6	-1	12	-10	1	1	1	0
C/C=C/c1cccc(-c2nc(C(=O)N3CCN(C)CC3)cc3c2[C@@H](CCO)N(C(=O)NC(C)C)C3)c1	0	-13	-5	-3	-1	-6	2	-2	0	-13
CCOC(=O)C1CCN(C2=C(NS(=O)(=O)c3ccc(Br)cc3)C(=O)c3ccccc3C2=O)CC1	-6	-4	30*	3	19*	1	-16	-4	1	5
CCOc1ccc(CCNC(=O)CN2CCN(Cc3ccc(F)cc3)C2=O)cc1OCC	-5	-9	0	0	-2	1	-2	-8	-3	-1
CCN1CCN(C(=O)CSc2nc(N)cc(N)n2)CC1	-4	7	-10	3	-2	0	-4	-1	4	0
CCCN1C=CC(=C2C(=O)c3ccccc3C2=O)C=C1	1	-8	-3	1	-2	3	-8	-7	0	1
COC(=O)C1=NNC2(c3ccc(Cl)cc3)C(=O)N(c3ccc(Cl)cc3)C(=O)C12 (configuration not stated)	-4	17	7	0	1	-6	-1	0	-1	-4
O=Cc1cccn1-c1ccc(O)cc1	0	8	3	-6	-9	1	-3	1	-4	1
C(=Cc1cnc2ccccc2n1)c1ccc2c(c1)OCO2	2	5	6	0	-1	5	-303	-228	-17	-75
CN(C)S(=O)(=O)c1cccc(C(=O)N/N=C\c2ccc(-c3ccccn3)cc2)c1	-3	x	4	0	1	x	-6	-2	-10	-39
SMILES	DDE Tn7 FP inh	ASAP1 GAP inh	TDP2 absorb	Tn6 DDE FP	SIAE inh	ARFGAP1 inhibitor	PLC-beta3 inh	PLCg1 inh	ADAM17 inh	ADAM10 inh
COc1ccc(OC)c(NC(=O)C2CCN(S(=O)(=O)c3cccs3)CC2)c1	6	11	-4	8	-2	-11	-3	4	-4	-5
CCOC(=O)C1CCN(C(=O)COc2ccc(N(C)S(=O)(=O)c3ccc(C)cc3)cc2)CC1	1	-1	-20	-5	-2	3	-1	-2	-4	-4
Cc1ccc(C(=O)c2ccc(O)cc2)cc1C	-4	-3	-7	7	12	1	3	7	4	-1
Cc1cc(Cl)ccc1C(=O)C1CCCN(C(=O)c2ccsc2)C1 (configuration not stated)	-2	15	-9	3	-7	3	-3	0	-1	3
COc1ccccc1Oc1ccc(S(=O)(=O)N2CCCCC2)cc1NC(=O)CCNC(C)=O	-7	3	5	-4	1	-1	-9	2	3	-7
COC(=O)[C@@]1(Cc2ccc(F)cc2)[C@H]2c3cc(C(=O)N(C)C)n(CCc4c[nH]c5ccc(OC)cc45)c3C[C@H]2CN1C(=O)c1ccccc1	4	2	4	4	3	-5	-7	-3	-4	-8
O=C(c1ccc([N+](=O)[O-])cc1Cl)N1CCN(Cc2ccccc2)CC1	-1	5	5	8	1	2	1	0	-1	0
O=C(NC1CCCCCC1)c1ccc(CS(=O)Cc2ccccc2Cl)o1 (configuration not stated)	2	4	4	-3	5	8	-10	0	-3	1
Clc1ccc(C(c2nnnn2CCc2ccccc2)N2CCSCC2)cc1 (configuration not stated)	-6	-3	-3	1	-4	-9	6	1	3	6
CC12CCC3c4ccc(O)cc4CCC3C1CCC2=O (configuration not stated)	-9	6	2	0	1	-4	-1	2	-2	-1
COC(C[C@@H](O)C[C@H](O)[C@@H](C)OCc1ccccc1)OC	-2	7	-5	1	-3	7	4	1	-1	-8
Cn1c(SCc2ccccc2)nnc1-c1c[nH]c2ccccc12	1	-8	-2	3	-4	8	-3	0	-3	-15

In the list so far, 2 have a nitro group on carbon:
SMILES	DDE Tn7 FP inh	ASAP1 GAP inh	TDP2 absorb	Tn6 DDE FP	SIAE inh	ARFGAP1 inhibitor	PLC-beta3 inh	PLCg1 inh	ADAM17 inh	ADAM10 inh
Nc1nnnn1-c1cccc([N+](=O)[O-])c1	0	12	11	12	-1	3	1	1	-1	-2
O=C(c1ccc([N+](=O)[O-])cc1Cl)N1CCN(Cc2ccccc2)CC1	-1	5	5	8	1	2	1	0	-1	0

Screening data deposited in PubChem by The Scripps Research Institute Molecular Screening Center.
